Bioassay records deposited in PubChem BioAssay by several laboratories.
CaV13 FRET inh = Primary screen for inhibitors of IQ motif and Ca2+-dependent inactivation inhibitor domain binding in CACNA1D, Förster resonance energy transfer in living cells, … | actives 0.098% (n = 340,000) | inhibition, % at 12.3 µM | HEK cells, CFP/YFP FRET ICDI-IQ, plate reader, 10 min; percent FRET-ratio fall versus neutral wells;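 active = mean replicate inhibition of at least 30% and at least 1% of replicates passing that level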;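 note: 0% = median of the neutral control wells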
ABHD5-PLIN5 inh = ABHD5-PLIN5 protein interaction inhibition | Q00G26+Q8WTS1 | Split G. princeps luciferase complementation, luminescence, 4 h | inhibition, % at 4 µM | actives 0.78% (n = 360,000) | AID 602281;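 active = inhibition above the mean inhibition across every tested compound plus 3 SD, cut at about 22% in these data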;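 note: 0% = DMSO only wells and the 100% control is not disclosed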
Target sequence (Q00G26 whole entry, looked up): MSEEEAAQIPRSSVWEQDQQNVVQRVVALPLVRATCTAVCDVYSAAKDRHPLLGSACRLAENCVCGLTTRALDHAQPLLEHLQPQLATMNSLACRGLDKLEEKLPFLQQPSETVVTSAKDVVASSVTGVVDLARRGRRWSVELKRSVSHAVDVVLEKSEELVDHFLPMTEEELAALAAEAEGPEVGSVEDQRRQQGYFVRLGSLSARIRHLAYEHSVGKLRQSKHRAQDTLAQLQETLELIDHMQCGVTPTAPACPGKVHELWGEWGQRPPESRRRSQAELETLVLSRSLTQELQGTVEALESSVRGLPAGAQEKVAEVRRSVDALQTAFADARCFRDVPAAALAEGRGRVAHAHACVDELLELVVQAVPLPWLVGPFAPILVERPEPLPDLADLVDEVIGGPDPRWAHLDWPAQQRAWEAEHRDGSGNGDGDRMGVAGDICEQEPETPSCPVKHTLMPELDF
Target sequence (Q8WTS1 whole entry, looked up): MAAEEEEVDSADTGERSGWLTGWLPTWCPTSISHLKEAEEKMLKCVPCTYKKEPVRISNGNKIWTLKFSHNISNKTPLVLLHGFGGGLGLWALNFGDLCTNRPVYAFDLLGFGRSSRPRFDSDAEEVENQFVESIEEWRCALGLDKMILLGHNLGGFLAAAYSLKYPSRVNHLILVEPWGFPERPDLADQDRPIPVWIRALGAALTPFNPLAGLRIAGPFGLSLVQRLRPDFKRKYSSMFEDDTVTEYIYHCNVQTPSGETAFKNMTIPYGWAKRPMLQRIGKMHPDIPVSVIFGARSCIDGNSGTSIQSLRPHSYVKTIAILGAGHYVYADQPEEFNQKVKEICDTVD
Granule exo inh = blocks lytic granule exocytosis; TALL-104 LAMP-1 surface exposure, flow cytometry; cells stimulated with thapsigargin and PMA; actives 0.66% (n = 360,000); inhibition, % at 10 µM;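 active = inhibition above about 55%, limit read from the data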
N-glyco inh = blocks N-linked glycosylation in D54 reporter cells | D54 ERlucT glycosylation luciferase reporter, 24 h; percent of 100 nM tunicamycin response | reporter increase, % at 12.5 µM | actives 0.23% (n = 360,000) | AID 588692;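 active = mean luciferase reporter signal, scaled so untreated is 0 and the glycosylation-blocking control 100, at or above a set limit in every replicate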;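 note: luciferase carries N-glycosylation sites so blocking glycosylation raises the light; 0% = median of neutral control wells and 100% = median of 100 nM tunicamycin wells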
PDI inh = inhibitors of human protein disulfide isomerase; inhibition, % at 10 µM; PDI insulin aggregation turbidity, A650, 90 min; actives 0.052% (n = 350,000); AID 588391;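 active = mean inhibition across replicates of 30% or more, whatever share of single replicates reach that level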;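 note: absorbance from insulin aggregation driven by PDI reduction with DTT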
HTR2A ag = agonists of mouse serotonin 5-HT2A receptor (HTR2A) | P35363 | CHO-K1 mHTR2A beta-arrestin complementation, luminescence; percent of 30 µM serotonin response | activation, % at 7.6 µM | actives 0.66% (n = 360,000);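 active = activation above a run cutoff, the mean activation of all tested compounds plus 3 SD, cut at about 14% in these data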;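 note: 0% = plate median of compound wells and 100% = 30 µM serotonin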
* hit, by the source's call.

What do the screens show for `CC(C)C[C@@H](COc1ccccc1)N1CCN(Cc2ccccc2)CCC1=O`?
CaV13 FRET inh: -6

How did C[C@H](CO)N1C[C@H](C)[C@H](CN(C)C(=O)Nc2cccc(F)c2)Oc2cc(Br)ccc2S1(=O)=O do in these assays?
CaV13 FRET inh: -5

How did Clc1cc(Cl)cc(CN2CCN(c3ncc(Cc4ccccc4)cn3)CC2)c1 do in these assays?
CaV13 FRET inh: -7

What do the screens show for `Nc1c(C(=O)c2ccccc2O)cnn1-c1ccc(S(=O)(=O)N2CCOCC2)cc1[N+](=O)[O-]`?
CaV13 FRET inh: -5

How did Nc1nc(SCC(=O)NCCc2ccccc2)[nH]c(=O)c1-c1ccccc1 do in these assays?
CaV13 FRET inh: -5

What do the screens show for `COc1ccccc1C(=O)N1CCN(C(=O)[C@@H](Cc2ccccc2)NC(=O)[C@H]2O[C@@H](n3ccc(N)nc3=O)[C@H](O)[C@@H]2O)CC1`?
CaV13 FRET inh: -3

What do the screens show for `C[C@H](c1ccccc1)N1C[C@@H](COCc2ccccc2)Oc2cccc(Oc3ccc(F)cc3)c2S1(=O)=O`?
CaV13 FRET inh: -8

How did CCOc1cc2nc(-c3ccc(OC)c(OC)c3)nc(N3CCOCC3)c2cc1OC do in these assays?
CaV13 FRET inh: 1

Results for CC(=O)C1=C(C)N(Cc2ccc(F)cc2)C(=S)NC1c1cccc(Cl)c1 (configuration not stated) ?
CaV13 FRET inh: -3

What do the screens show for `COCc1[nH]nc2c1C(c1cccc(C(F)(F)F)c1)N(c1ccccc1)C2=O` (configuration not stated)?
CaV13 FRET inh: -4

Results for O=C1NC(Cc2ccccc2)c2nc3ccccc3c(=O)n2-c2ccc(Cl)cc21 (configuration not stated) ?
CaV13 FRET inh: -10

How did O=C(C(=O)N1CCC(CNC(=O)c2cccnc2Cl)CC1)c1cccs1 do in these assays?
CaV13 FRET inh: -10

What do the screens show for `O=C(C(=O)N1CCC(CNS(=O)(=O)c2ccc(C(F)(F)F)cc2)CC1)c1cc2ccccc2o1`?
CaV13 FRET inh: -10

How did Cc1cc2cc3c(=O)[nH]c(=O)[nH]c3nc2cc1C do in these assays?
CaV13 FRET inh: -2

Results for O=[N+]([O-])c1ccc2c(c1)CCO[C@@]21O[C@H](CCO)C[C@H](O)[C@H]1O ?
CaV13 FRET inh: -2

How did c1ccc(Cc2cnc(N3CCN(Cc4ccc5c(c4)OCCO5)CC3)nc2)cc1 do in these assays?
CaV13 FRET inh: -7

What do the screens show for `COC(=O)[C@]12C[C@H](CC(=O)N3CCCC3)C(=O)N(Cc3ccc4c(c3)OCO4)C1=C[C@H](C(C)(C)C)O[C@@H]2C`?
CaV13 FRET inh: -9

How did CCN=C1NC(c2ccc(F)cc2)C(C(=O)OC)=C(C)N1Cc1ccc(C(F)(F)F)cc1 (configuration not stated) do in these assays?
CaV13 FRET inh: -3

What do the screens show for `C[C@H](CO)N1C[C@H](C)[C@H](CN(C)C(=O)Nc2cccc(F)c2)OCc2cnnn2CCCC1=O`?
CaV13 FRET inh: -5

Results for Cc1ccc2c(CN3CCOCC3)cc(=O)oc2c1 ?
CaV13 FRET inh: -4

How did COc1ccc(-c2c(-c3ccccc3OC)sc3ccccc23)cc1F do in these assays?
CaV13 FRET inh: -5

Results for C[C@@H]1COc2cc(NCCCN3CCOCC3)ccc2S(=O)(=O)N1 ?
CaV13 FRET inh: -4

Results for CC(C)[C@@H](C)/C=C/[C@@H](C)[C@H]1CC[C@@H]2[C@]1(C)CCC1[C@]23C=C[C@]2(C[C@@H](O)CC[C@]12C)N(c1ncc(C(F)(F)F)cc1Cl)O3 (some centres not stated) ?
CaV13 FRET inh: -9

How did O=C(NCc1ccccc1)[C@@H]1CCCN1C(=O)[C@H]1CCCN1C(=O)c1ccc(Cl)cc1 do in these assays?
CaV13 FRET inh: -4

Results for C[C@H](CO)N1C[C@H](C)[C@@H](CN(C)C(=O)Nc2ccccc2F)OCc2cn(nn2)CCCC1=O ?
CaV13 FRET inh: -4

What do the screens show for `S=C1NCCOc2ccccc21`?
CaV13 FRET inh: -4

How did COC(=O)[C@]12C[C@H](CC(=O)NCc3ccc(OC)c(OC)c3)C(=O)N(CCC3=CCCCC3)C1=C[C@H](COCc1ccccc1)O[C@@H]2C do in these assays?
CaV13 FRET inh: -7

How did C#CCOCCOCCOCCNc1nc(N2CCN(C(=O)[C@H]([C@@H](C)CC)n3cc([C@@H](N)CC(C)C)nn3)CC2)nc(N2CCN(C(=O)[C@H](CCCCN)n3cc([C@@H](N)CC(C)C)nn3)CC2)n1 do in these assays?
N-glyco inh: 2; PDI inh: 1

Results for CCN1C(=NCc2ccc(OC)cc2)N[C@@H](CCc2ccccc2)[C@H](C(=O)NCc2ccc(OC)cc2)[C@H]1C ?
N-glyco inh: 1; PDI inh: -1

What do the screens show for `CCOC(=O)CC1(C)Oc2ccccc2N1S(=O)(=O)c1ccc(C)cc1` (configuration not stated)?
ABHD5-PLIN5 inh: -1; Granule exo inh: -1; HTR2A ag: 1

Results for Cc1cccc(C)c1NC(=O)C(c1ccccc1)N1CCN(C)CC1 (configuration not stated) ?
ABHD5-PLIN5 inh: 7; Granule exo inh: -6; HTR2A ag: -4

What do the screens show for `Cc1ccc(S(=O)(=O)N2C3CCCCC3O[C@H]2CC(=O)Oc2ccccc2)cc1` (some centres not stated)?
ABHD5-PLIN5 inh: -9; Granule exo inh: 0; HTR2A ag: -2

What do the screens show for `CCOC(=O)[C@]12CCCC=C1N(Cc1ccccc1)C(=O)[C@H](CC(=O)NCc1cccs1)C2`?
ABHD5-PLIN5 inh: 6; Granule exo inh: 1; HTR2A ag: 1

How did COC(=O)[C@@]12C[C@@H](CC(=O)NCCC(C)C)C(=O)N(Cc3cccc4ccccc34)C1=CCC(C)(C)C2 do in these assays?
ABHD5-PLIN5 inh: 4; Granule exo inh: 2; HTR2A ag: 0

How did CSCCC(C(=O)NC1CCCC1)n1c(-c2ccccn2)nc2ccccc21 (configuration not stated) do in these assays?
ABHD5-PLIN5 inh: 2; Granule exo inh: 4; HTR2A ag: 3

How did CC(C)N1C(=O)c2ccccc2NC(=O)C1C(=O)NCc1ccccc1 (configuration not stated) do in these assays?
ABHD5-PLIN5 inh: 0; Granule exo inh: -1; HTR2A ag: 8

What do the screens show for `O=C(C[C@H]1CC[C@H]2[C@@H](COC[C@@H](O)CN2Cc2cc(F)ccc2F)O1)NCc1ccc(Cl)cc1`?
ABHD5-PLIN5 inh: 0; Granule exo inh: 1; HTR2A ag: 0

What do the screens show for `CC(C)OC(=O)CC(=O)CC(O)c1cccc([N+](=O)[O-])c1` (configuration not stated)?
ABHD5-PLIN5 inh: 8; Granule exo inh: -10; HTR2A ag: 3

How did CCOC(=O)[C@]12CCCC=C1N(CCC1=CCCCC1)C(=O)[C@H](CC(=O)N1CCN(C(=O)c3ccco3)CC1)C2 do in these assays?
ABHD5-PLIN5 inh: 6; Granule exo inh: 1; HTR2A ag: 0

What do the screens show for `CC(=O)C[C@@H]1OC[C@H](C(C)C)N1S(=O)(=O)c1ccc(C)cc1`?
ABHD5-PLIN5 inh: -6; Granule exo inh: 11; HTR2A ag: 0

Results for Cc1cccc(C)c1NC(=O)C1(C)CN(S(C)(=O)=O)CC(=O)N1CC(F)(F)F (configuration not stated) ?
ABHD5-PLIN5 inh: 0; Granule exo inh: -4; HTR2A ag: 4

Results for CC(C)c1cc(Cn2c3ccccc3c(=O)n2C(C)Cn2cc(C3=CCCCC3)nn2)on1 (configuration not stated) ?
ABHD5-PLIN5 inh: 2; Granule exo inh: 14; HTR2A ag: 4

Some of these compounds in order of count of non-hydrogen atoms, low to high.
What do the screens show for `S=C1NCCOc2ccccc21`?
CaV13 FRET inh: -4

What do the screens show for `CC(C)OC(=O)CC(=O)CC(O)c1cccc([N+](=O)[O-])c1` (configuration not stated)?
ABHD5-PLIN5 inh: 8; Granule exo inh: -10; HTR2A ag: 3

What do the screens show for `CC(=O)C[C@@H]1OC[C@H](C(C)C)N1S(=O)(=O)c1ccc(C)cc1`?
ABHD5-PLIN5 inh: -6; Granule exo inh: 11; HTR2A ag: 0

Results for Cc1cccc(C)c1NC(=O)C(c1ccccc1)N1CCN(C)CC1 (configuration not stated) ?
ABHD5-PLIN5 inh: 7; Granule exo inh: -6; HTR2A ag: -4

How did CC(C)N1C(=O)c2ccccc2NC(=O)C1C(=O)NCc1ccccc1 (configuration not stated) do in these assays?
ABHD5-PLIN5 inh: 0; Granule exo inh: -1; HTR2A ag: 8

Results for Cc1cccc(C)c1NC(=O)C1(C)CN(S(C)(=O)=O)CC(=O)N1CC(F)(F)F (configuration not stated) ?
ABHD5-PLIN5 inh: 0; Granule exo inh: -4; HTR2A ag: 4

What do the screens show for `Cc1ccc(S(=O)(=O)N2C3CCCCC3O[C@H]2CC(=O)Oc2ccccc2)cc1` (some centres not stated)?
ABHD5-PLIN5 inh: -9; Granule exo inh: 0; HTR2A ag: -2

How did O=C(NCc1ccccc1)[C@@H]1CCCN1C(=O)[C@H]1CCCN1C(=O)c1ccc(Cl)cc1 do in these assays?
CaV13 FRET inh: -4

Results for CC(C)c1cc(Cn2c3ccccc3c(=O)n2C(C)Cn2cc(C3=CCCCC3)nn2)on1 (configuration not stated) ?
ABHD5-PLIN5 inh: 2; Granule exo inh: 14; HTR2A ag: 4

Results for C[C@H](CO)N1C[C@H](C)[C@@H](CN(C)C(=O)Nc2ccccc2F)OCc2cn(nn2)CCCC1=O ?
CaV13 FRET inh: -4

How did COC(=O)[C@@]12C[C@@H](CC(=O)NCCC(C)C)C(=O)N(Cc3cccc4ccccc34)C1=CCC(C)(C)C2 do in these assays?
ABHD5-PLIN5 inh: 4; Granule exo inh: 2; HTR2A ag: 0

Results for CCN1C(=NCc2ccc(OC)cc2)N[C@@H](CCc2ccccc2)[C@H](C(=O)NCc2ccc(OC)cc2)[C@H]1C ?
N-glyco inh: 1; PDI inh: -1

How did CCOC(=O)[C@]12CCCC=C1N(CCC1=CCCCC1)C(=O)[C@H](CC(=O)N1CCN(C(=O)c3ccco3)CC1)C2 do in these assays?
ABHD5-PLIN5 inh: 6; Granule exo inh: 1; HTR2A ag: 0

How did COC(=O)[C@]12C[C@H](CC(=O)NCc3ccc(OC)c(OC)c3)C(=O)N(CCC3=CCCCC3)C1=C[C@H](COCc1ccccc1)O[C@@H]2C do in these assays?
CaV13 FRET inh: -7

How did C#CCOCCOCCOCCNc1nc(N2CCN(C(=O)[C@H]([C@@H](C)CC)n3cc([C@@H](N)CC(C)C)nn3)CC2)nc(N2CCN(C(=O)[C@H](CCCCN)n3cc([C@@H](N)CC(C)C)nn3)CC2)n1 do in these assays?
N-glyco inh: 2; PDI inh: 1

The list is partial; rates above refer to the full screens.
